UBC13 polyUb – blocks human UBC13 polyubiquitin chain formation; AID 485273; hit rate 0.47% among 330,000; inhibition, % at 20 µM; P61088; TR-FRET; in the data active = inhibition above about 45%, passing the limit was not always enough
Target sequence (P61088 whole entry, looked up): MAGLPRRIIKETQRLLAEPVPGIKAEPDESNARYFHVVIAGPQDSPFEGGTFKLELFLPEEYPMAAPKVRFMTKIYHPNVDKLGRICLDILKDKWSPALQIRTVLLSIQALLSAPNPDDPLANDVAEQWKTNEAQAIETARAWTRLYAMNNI
SENP7 inh – SENP7 protease inhibition | hit rate 1.5% among 330,000 | recombinant SENP7, Z-RLRGG-aminoluciferin luminescence, 40 min | inhibition, % at 5 µM | Q9BQF6;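 active = inhibition above about 50% at the single test dose, limit read from the data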;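 note: plate controls were DMSO with enzyme for no effect and no enzyme buffer wells for full effect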
Apaf1 inhib – blocks human Apaf-1 apoptosome activity. hit rate 0.71% among 330,000. O14727. inhibition, % at 20 µM. reconstituted apoptosome caspase-3 activity, DEVD-Rh110 fluorescence; active = inhibition of at least 40% at 20 µM;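 note: plate controls were DMSO wells for no effect and DEVD-CHO caspase inhibitor wells for full effect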
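System: Apoptosome proteins | Medium: Hepes pH 7.5 with detergent and BSA | Also added: Cytochrome c trigger plus (Z-DEVD)2-Rh110 caspase-3 substrate | Incubation: 30 min compound preincubation, 50 min activation, room temperature | Detection: Rhodamine 110 fluorescence at Ex 480/Em 540 nm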
SENP8 block-1 – blocks the human protease SENP8; AID 2540; hit rate 1.2% among 330,000; inhibition, % at 10 µM; purified SENP8, Z-RLRGG-aminoluciferin cleavage, luminescence; Q96LD8; in the data active = inhibition above about 50%
Target sequence (Q96LD8 whole entry, looked up): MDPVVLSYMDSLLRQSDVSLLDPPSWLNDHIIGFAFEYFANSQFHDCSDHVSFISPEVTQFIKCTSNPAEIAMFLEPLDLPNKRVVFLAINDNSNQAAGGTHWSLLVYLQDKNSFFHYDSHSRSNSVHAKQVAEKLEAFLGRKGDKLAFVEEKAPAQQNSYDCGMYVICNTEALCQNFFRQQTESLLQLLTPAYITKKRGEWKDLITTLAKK
APOBEC3G inh – APOBEC3G (human) deaminase inhibition. Q9HC16. recombinant A3G, ssDNA deamination FAM/TAMRA fluorescence. inhibition, % at 20 µM. hit rate 0.28% among 330,000;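 active = inhibition of at least 40% at 20 µM, with no more than 30% in the related APOBEC3A deaminase screen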;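 note: plate controls were DMSO wells with A3G for no effect and wells lacking A3G enzyme for full effect; some compounds called inactive have numbers as strong as hits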
SENP1 FRET inh – inhibitors of human SENP1 SUMO protease catalytic domain; Q9P0U3; recombinant SENP1 catalytic domain, CyPet-SUMO1-YPet FRET cleavage; inhibition, % at 10 µM; hit rate 0.21% among 360,000; AID 624204;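 active = inhibition at least 30% at 10 µM, raw YFP signal under a set limit, fluorescence ratio 0.5 to 1.5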;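 note: 0% = enzyme with DMSO and 100% = no enzyme wells; some results filed as inactive read as strong as hits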
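system = hSENP1 catalytic domain, recombinant | reagent = SFCypet-SUMO1-SFYpet substrate at 25 nM | doses = one dose per compound, 10 µM, 0.5% DMSO | incubation = enzyme reaction for 50 min at room temperature, dark | measured by = FRET, CFP and YFP emission | controls = no-enzyme low, enzyme-DMSO high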
SENP6 inh – inhibitors of human SENP6 protease. Q9GZR1. Recombinant SENP6 catalytic domain, aminoluciferin luminescence. inhibition, % at 10 µM. hit rate 1.8% among 330,000;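 active = inhibition above about 50% at the single tested dose, limit read from the data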;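 note: plate controls were DMSO wells with enzyme for no effect and DMSO wells lacking enzyme for full effect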
Target sequence (Q9GZR1 628-1112 limits assumed): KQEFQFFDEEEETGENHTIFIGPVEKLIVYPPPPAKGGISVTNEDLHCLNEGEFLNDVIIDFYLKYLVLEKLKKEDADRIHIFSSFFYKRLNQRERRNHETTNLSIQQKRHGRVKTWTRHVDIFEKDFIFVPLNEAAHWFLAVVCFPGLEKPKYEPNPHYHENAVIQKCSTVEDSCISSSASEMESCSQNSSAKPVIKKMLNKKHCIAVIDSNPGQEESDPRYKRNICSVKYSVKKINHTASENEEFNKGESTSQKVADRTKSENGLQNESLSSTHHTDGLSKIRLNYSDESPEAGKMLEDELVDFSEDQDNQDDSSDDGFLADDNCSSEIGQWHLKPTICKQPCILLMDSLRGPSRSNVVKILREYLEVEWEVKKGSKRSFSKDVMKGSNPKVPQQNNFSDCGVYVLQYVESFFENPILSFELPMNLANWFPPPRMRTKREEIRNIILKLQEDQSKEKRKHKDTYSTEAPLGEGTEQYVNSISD
SENP8 block-2 – blocks human SENP8 cleavage of Nedd8 substrate; Q96LD8; recombinant SENP8, Nedd8 substrate fluorescence; inhibition, % at 20 µM; hit rate 0.64% among 360,000; AID 602440; in the data active = inhibition mostly above about 40%, no sharp cut-off; inactive = mostly below about 27%
Numbers without * were called inactive; i = inactive. Compounds as they come; overall some 3.6% were active at least once.

Order of values: UBC13 polyUb	SENP7 inh	Apaf1 inhib	SENP8 block-1	APOBEC3G inh	SENP1 FRET inh	SENP6 inh	SENP8 block-2
Cc1n[nH]c(C)c1CCc1nc2c3ccccc3nc(SCC(=O)Nc3ccccc3F)n2n1
→ 8	6	4	3	-2	0	4	15
CCOc1ccc(C(O)c2nccn2Cc2ccccc2)cc1 (configuration not stated)
→ 3	1	5	-3	-4	3	-8	10
O=S(=O)(c1ccc(N2CCN(Cc3ccccc3)CC2)nc1)N1CCCC1
→ 3	6	0	4	-4	0	10	0
CCOc1ccc(S(=O)(=O)NCC(=O)OCc2nnc(-c3ccccc3)o2)cc1
→ 0	1	-1	-4	-5	3	4	-8
O=[N+]([O-])c1ccc(C[n+]2cccc3c4ccccc4ccc32)cc1
→ 5	-6	-4	-1	-15	9	-1	-405
CCc1ccccc1NC(=O)Nc1cccn(Cc2ccc(F)cc2)c1=O
→ 2	3	21	-5	-5	-1	10	-330
CN(Cc1cc(-c2ccccc2)on1)C(=O)c1cc(COc2c(F)cccc2F)on1
→ -12	-8	7	-9	-4	3	-20	18
O=C(CSc1ncc(C(F)(F)F)cc1Cl)N1CCN(S(=O)(=O)c2ccccc2)CC1
→ -2	6	16	-2	-3	2	-12	16
COc1ccc2[nH]c(O)c(N=NC(=N)N)c2c1
→ -39	1	8	-10	-8	2	-15	11
CCCNC(=S)Nc1ccc(Cl)cc1C
→ 2	8	0	1	-3	1	2	30
CCOC(=O)c1ccc(S(=O)(=O)N2CCN(CC(=O)NC(=O)NC(C)(C)C)CC2)cc1
→ -10	-5	11	-10	-7	3	0	13
CCc1ccc(C(=O)NC(C(=O)O)C(C)C)cc1 (configuration not stated)
→ -12	-12	7	-12	-7	0	-8	15
O=C(CN(c1cccc(C(F)(F)F)c1)S(=O)(=O)c1ccc(Cl)c([N+](=O)[O-])c1)NCc1ccc(F)cc1
→ 0	-3	11	-10	-3	2	-14	9
COc1ccc2sc(-c3ccccc3OC)c(-c3ccc(OCCN4CCCC4)cc3)c2c1
→ 61*	-7	73*	-7	-4	-3	2	-31
O=C(NC1CCN(C(=S)Nc2ccccc2Cl)CC1)C1CCCCC1
→ 3	7	3	3	-8	5	18	15
O=C(CCC(=O)c1ccccc1)NCc1cccc(C(F)(F)F)c1
→ 0	0	7	-5	-5	1	12	5
COc1ccc(CC(NC(C)=O)C(=O)N2CCN(C(=O)Nc3ccc(Cl)cc3)CC2)cc1OC (configuration not stated)
→ 20	-2	-18	-1	-7	3	2	11
C#CCOCCOCCOCCNc1nc(N2CCN(C(=O)[C@H](CCCCN)n3cc(CCCC)nn3)CC2)nc(N2CCN(C(=O)[C@H](CCCCN)n3cc(CCCC)nn3)CC2)n1
→ 8	-7	50*	-12	-10	-1	-20	23
Cc1nc(NC(=O)COC(=O)[C@@H](NC(=O)c2ccco2)C(C)C)c(Cl)cc1Cl
→ 3	-7	-4	8	-6	-4	13	-13
COC(=O)c1ccccc1NC(=O)CSc1nnnn1-c1ccc(C)cc1C
→ -3	-4	32	-8	-4	1	-15	8
O=C(CN1c2cccc3cccc(c23)S1(=O)=O)Nc1cccc(S(=O)(=O)N2CCOCC2)c1
→ 3	-2	8	-6	-8	-1	3	-415
CCc1ccc(CN(C)CC(O)COc2cccc3ccccc23)cc1 (configuration not stated)
→ 17	-6	27	-15	-5	1	-7	10
C/C=N\NC(=O)CNC(=O)CNC(=O)c1ccccc1
→ 8	10	-8	-5	-6	1	-5	10
Cc1ccc(SCCC(=O)Nc2ccc(OCc3ccccc3)cc2)cc1
→ -8	0	4	-6	-6	-9	-17	7
CC(=O)N1c2ccc(S(=O)(=O)NCCC(=O)Nc3ccc(C)cn3)cc2CC1C (configuration not stated)
→ 29	2	-16	0	-3	-1	6	23
CC(=O)Nc1ccccc1-c1nc2ccccc2nc1OCC(=O)c1ccc(Br)cc1
→ -8	2	13	4	-1	1	-7	-11
COCCn1cnnc1SCC(=O)Nc1cccc(S(=O)(=O)N2CCCCC2)c1
→ 13	3	-8	-7	-5	2	13	13
CC(NC(=O)c1cc(S(=O)(=O)N2CCCC2)cn1C)c1ccccc1 (configuration not stated)
→ -2	-1	10	-9	-9	0	-13	0
Cc1cc(OCc2cc(C(=O)N(C)CCc3cnn(C)c3)no2)cc(C)c1Cl
→ 1	0	15	-1	3	2	11	-1
CCC(NC(=O)c1ccccc1NC(=O)c1ccccc1)C(=O)O (configuration not stated)
→ 1	4	-17	-2	-3	1	13	10
C#CCOCCOCCOCCNc1nc(N2CCN(C(=O)CCCCCCCCCCNC(=O)[C@@H](CCSC)n3cc(CCO)nn3)CC2)nc(N2CCN(C(=O)CCCCCCCCCCNC(=O)[C@H](CO)n3cc(CCCCCN)nn3)CC2)n1
→ 118*	4	71*	-13	-5	0	-12	18
CCN(CC)C(=O)COC(=O)c1ccc(C)c(NC(=O)c2ccco2)c1
→ 2	7	-5	1	-5	-1	4	-1
Cc1ccccc1N1C(=O)CC2(CCCC2)CC1=O
→ -4	1	-13	-1	-3	2	-23	7
CC1Cc2ccccc2N1C(=O)COC(=O)c1ccc(O)cc1 (configuration not stated)
→ -5	5	-14	-3	-4	1	-11	31
Cn1c(SCC(=O)c2c(N)n(C)c(=O)n(C)c2=O)nnc1-c1ccc(F)cc1
→ -7	-1	4	-5	-6	0	-12	16
COc1ccc(C(=O)CSC2=NS(=O)(=O)c3cc(Cl)ccc3N2)cc1
→ -10	1	1	-1	-11	2	-2	10
COc1ccc(C(=O)NCCc2ccc(F)cc2)cc1OC
→ -9	-3	-10	0	-4	-2	3	18
Cc1ccc(S(=O)(=O)Nc2cccc3c2O[C@H](CN(C)C(=O)Nc2cccc4ccccc24)[C@H](C)CN([C@H](C)CO)C3=O)cc1
→ -3	16	22	-4	1	-1	19	i
Brc1ccc(COc2ncnc3ccccc23)cc1
→ 32	2	4	5	-4	2	8	-4
COc1ccc(OCc2cc(C(=O)NC3CCOCC3)no2)c2ccccc12
→ -18	5	41*	18	-9	1	14	36
CCN1CCN(C(=O)c2ccc(Cl)c(S(=O)(=O)N(C)c3ccccc3)c2)CC1
→ -6	11	1	6	-6	1	-5	12
CCN(CC(=O)NC(=O)NCc1ccco1)Cc1nc2ccccc2c(=O)[nH]1
→ -4	-1	29	7	3	-13	-2	-2
C[C@H](CO)N1C[C@H](C)[C@@H](CN(C)Cc2ccc(-c3ccccc3)cc2)Oc2ccc(NC(=O)Cn3cnnn3)cc2C1=O
→ 20	-1	9	-3	-8	2	0	-24
CCC(C)N=C1CC(C)(C)CC(=O)/C1=C(/O)Cc1ccccc1 (configuration not stated)
→ 8	7	2	5	-1	0	-2	18
CN(C)c1cccc(C(=O)n2cc(C(=O)c3cc(F)ccc3O)cn2)c1
→ -2	2	9	-1	1	-4	-1	-196
COc1ccc(CNC(=O)C2CCN(S(=O)(=O)N3CCCCC3)CC2)c(OC)c1
→ 5	4	-7	-2	-7	1	-13	5
O=C1N(Cc2cccnc2)C[C@@H]2C[C@@H](c3cccc(Oc4ccccc4)c3)N3CCC[C@@]123
→ -15	-4	4	-5	2	2	-11	17
CCOC(=O)c1c(C)[nH]c(C(=O)OCC(=O)N2c3ccccc3CC2C)c1C (configuration not stated)
→ 5	1	28	3	-5	-1	-5	12
COc1cccc(CNC(=O)CCc2nnc3ccc(NCCCN4CCCC4=O)nn23)c1
→ -2	-3	-9	-2	-7	-5	-8	-3
Cc1cc(=O)[nH]c(N/N=C/c2c[nH]c3ccccc23)n1
→ -17	8	-13	-2	-3	-1	3	-199
Cc1cc(C)c2nc(NNC(=O)c3ccc(S(=O)(=O)N4CC(C)CC(C)C4)cc3)sc2c1 (configuration not stated)
→ -65	-6	1	6	-13	23	-13	-22
COc1ccc(NC(=O)Cn2nc(C)c3ccccc3c2=O)cc1
→ 7	2	-12	-5	-9	1	-6	13
COc1ccccc1N1CCN(CC(=O)NC(=O)NCc2ccco2)CC1
→ -6	10	3	1	-1	-1	2	9
COc1ccc(NC(=O)CCNS(=O)(=O)c2ccc(Br)s2)cc1
→ -2	-8	3	-12	-3	2	-16	8
Fc1ccc(-c2cnn3c(-c4ccncc4)ccnc23)cc1
→ -8	37	7	39	-3	5	-2	16
O=S1(=O)CCO[C@H]2Cc3ccccc3[C@H]2N1Cc1ccc(Cl)cc1
→ 0	-7	13	-20	-14	0	-19	14
COc1ccccc1C(=O)NCC(=O)OCc1ccc(Br)cc1
→ 14	2	2	-3	-8	1	-8	24
O=C(Cc1csc(N2CCOCC2)n1)N/N=C/c1ccccc1C(=O)O
→ -7	-4	-11	-6	-5	1	-3	22
CCc1nc2c(c(=O)c3ccccc3n2C)c(=O)n1-c1ccc(F)cc1
→ 8	3	0	1	1	7	6	20
CSc1ccc(NC(=O)N2CCN(c3nc4ccccc4s3)CC2)cc1
→ 6	2	-12	8	-7	2	8	6

Compounds above with a nitro group on carbon:
Order of values: UBC13 polyUb	SENP7 inh	Apaf1 inhib	SENP8 block-1	APOBEC3G inh	SENP1 FRET inh	SENP6 inh	SENP8 block-2
O=[N+]([O-])c1ccc(C[n+]2cccc3c4ccccc4ccc32)cc1
→ 5	-6	-4	-1	-15	9	-1	-405
O=C(CN(c1cccc(C(F)(F)F)c1)S(=O)(=O)c1ccc(Cl)c([N+](=O)[O-])c1)NCc1ccc(F)cc1
→ 0	-3	11	-10	-3	2	-14	9

Other results:
Order of values: UBC13 polyUb	SENP7 inh	Apaf1 inhib	SENP8 block-1	APOBEC3G inh	SENP1 FRET inh	SENP6 inh	SENP8 block-2
CC(C)OC(=O)c1cccc2c1C(=O)c1ccccc1-2
→ -8	-2	9	-4	11	3	-6	23
Cc1cc(=O)n(CC(=O)O)c2ccccc12
→ -2	-6	6	-11	-10	0	-2	-15
COCCn1cnc2c1c(=O)[nH]c(=O)n2Cc1ccccc1
→ -2	-5	-1	1	-6	-2	3	2
O=C1N/C(=N/S(=O)(=O)Cc2ccccc2)S/C1=C/c1ccc2c(c1)OCO2
→ -3	7	4	-1	-3	-7	35	-315
CC(C)CN(C(=O)c1ccc(F)cc1F)c1c(N)n(CC(C)C)c(=O)[nH]c1=O
→ 5	3	11	-1	-3	1	-31	16
C=CCn1c(C(C)C)nc2ccccc21
→ -5	-9	5	-6	-5	0	-31	8
CCC/C(=N/NC(=O)c1ccc2c(c1)OCO2)c1cccs1
→ 4	0	-1	-8	-3	1	-14	17
